# All columns: NCI-60 one-dose screen, growth in % after 48 h at 10 µM unless noted; 100 = growth as untreated, 0 = no growth, -100 = all killed.
# RXF 393: RXF 393 renal cancer cells; 77,000 tested, 6.9% active
# NCI-H460: NCI-H460 lung cancer. 82,000 tested, 6.8% active
# ACHN: ACHN renal cancer. 81,000 tested, 4.9% active
# TK-10: TK-10 renal cancer cells | 81,000 tested, 3.9% active
# NCI-H322M: NCI-H322M lung cancer; 80,000 tested, 2.7% active; AID 1794733
# 786-0: 786-0 renal cancer cells; 81,000 tested, 5.1% active; AID 1794775
# CAKI-1: CAKI-1 renal cancer. 75,000 tested, 4.7% active
# UO-31: UO-31 renal cancer | AID 1794768 | 81,000 tested, 5.2% active
# NCI-H522: NCI-H522 lung cancer; AID 1794739; 78,000 tested, 8% active
# * hit, by the source's call; / = not tested or not shown; [ ] = another dose, or the depositor's remark. The calls were made as follows: active = growth percent below 10; inactive = the rest.
SMILES	RXF 393	NCI-H460	ACHN	TK-10	NCI-H322M	786-0	CAKI-1	UO-31	NCI-H522
COc1cc(-c2nc(SC(C)C)nc(Nc3ccccc3)c2C#N)cc(OC)c1OC	105	99	88	117	102	101	81	79	89
COc1cc(C2CC(=O)Nc3c2ccc2ccccc32)cc(Br)c1OC (stereo not drawn)	-1.6*	3.1*	46	34	33	31	27	27	-43*
C1CCC(NCCNC2CCCCC2)CC1	109	103	100	107	96	99	97	89	92
COC(=O)[C@]12CC[C@@H](C)[C@H](C)[C@@H]1C1=CC[C@@H]3[C@@]4(C)C(C#N)=C[C@@](C)(CO)[C@@H]4[C@H](O)C[C@@]3(C)[C@]1(C)CC2	/	68	49	71	88	68	52	52	37
C=C1C(=O)O[C@H]2[C@H]1CC/C(COC(=O)CCCc1c[nH]c3ccccc13)=C\CC[C@@]1(C)O[C@@H]21	33	86	60	95	104	14	/	59	40
COc1cc(C(=O)c2cc(C(C)=O)c3c(C)cc(C)cn23)cc(OC)c1OC	/	110	99	101	101	76	/	62	81
O=S(=O)(NCCCNc1nccc(-c2c(-c3ccccc3)nc3sccn23)n1)c1ccc(F)cc1	47	48	27	73	68	45	33	25	38
CCS/C(Nc1ccccc1)=C(\C#N)C(=O)Nc1ccc(C)cc1	103	99	97	82	97	87	87	75	71
O=C(O)c1ccc(C(=O)c2ccc(C(=O)c3ccc(C(=O)O)cc3)cc2)cc1	109	107	90	105	92	96	91	84	125
Clc1ccc(-c2nnc(Nc3ccc(Br)cc3)o2)cc1	104	106	100	104	95	102	97	80	91
Cc1cc(NS(=O)(=O)c2ccc(NC3Nc4nc5ccccc5nc4S3)cc2)no1 (stereo not drawn)	112	104	96	101	102	93	98	88	89
N#C/C(=C\c1ccc(-c2cc(C(F)(F)F)ccc2Cl)o1)c1nc2ccccc2[nH]1	116	109	100	121	106	103	101	82	97
Cc1cc(NC(=O)NCc2ccco2)ccc1NC(=O)NCc1ccco1	112	107	106	101	107	107	106	82	/
CCCCc1nc(Cl)c(C2CC(c3ccccc3)=NN2C=O)[nH]1 (stereo not drawn)	101	96	100	103	101	95	/	83	85
CC1=C[C@H]2c3c(c(O)c(O)c4oc5c(C)cccc5c(=O)c34)[C@H](c3cc(O)c(O)c4oc5c(C)cccc5c(=O)c34)[C@H]2C(C)(C)C1	21	-44*	12	31	21	-3.4*	13	-27*	3.3*
CC1(O)CCCCCC1	108	107	103	100	93	96	101	83	112
Cc1ccc(N)c(S(=O)(=O)O)c1	108	104	102	128	94	101	91	92	156
CCOC(=O)C1=C(N)Oc2n[nH]c(C)c2C1c1cc2cc(Br)ccc2nc1Cl (stereo not drawn)	117	112	96	119	96	100	97	81	95
Clc1ccc(-c2n[nH]c3c2Cc2ccccc2-3)cc1Cl	154	105	100	101	92	104	/	72	-7.4*
N#CCCNNc1ccccc1	92	101	92	123	97	101	62	83	71
CCCCC(C)(O)c1ccccc1 (stereo not drawn)	105	112	110	103	105	104	104	81	95
Cc1cc2c(C(C)C)c(O)c(O)cc2c2c1-c1c(C)cc3c(C(C)C)c(O)c(O)cc3c1OP(=O)(O)O2	90	97	94	100	95	95	/	74	79
COC(OC)C1(C)NC(=O)N(C)C1=O (stereo not drawn)	113	102	106	93	100	102	97	85	93
CCCCCCCCCCCCCCCCCOC(=O)CCCCCCCCCCCCCCCCC	109	113	95	134	115	116	85	80	100
COc1ccc(-c2nsc3c2NC(=O)CC3c2cccc(OC)c2)cc1 (stereo not drawn)	17	18	55	62	57	50	33	46	26
CC(C)[C@@]12C[C@@H](OC(=O)COC(=O)c3ccccc3)[C@@](C)(O1)[C@@H]1CC[C@@H](C)[C@H]1[C@@H]2OC(=O)/C=C/c1ccccc1	-2.2*	95	-13*	89	87	69	5.1*	-78*	81
O=c1ccc2c(ccc3ncc4c(=O)[nH]cnc4c32)o1	116	105	106	100	96	104	95	80	81
CCc1ccc(Nc2ncnc3sc4c(c23)CCN(Cc2ccccc2)C4)cc1	47	95	92	135	96	97	65	60	81
O=C(NNc1ccc([N+](=O)[O-])cn1)Nc1ccc(Cl)cc1	93	98	95	99	104	104	96	70	102
COc1ncc(-c2ccc3nccc(C#CCN4CCN(S(C)(=O)=O)CC4)c3c2)cc1NS(=O)(=O)c1ccc(F)cc1F	-24*	6.3*	13	12	-12*	-8.4*	4.0*	5.5*	-1.6*
S=c1nc(-c2ccccc2)oc(=NC2CCCCC2)n1C1CCCCC1	81	11	15	33	28	43	75	47	-26*
Cc1ccc(S(=O)(=O)c2nc(-c3ccccc3)oc2S(C)=O)cc1 (stereo not drawn)	-33*	73	-99*	-95*	80	-64*	-98*	-81*	-75*
CSCC[C@H](CO)NC(=O)CCC[C@@H](C)[C@H]1CC[C@H]2[C@@H]3CC[C@@H]4CNCCC[C@]4(C)[C@H]3CC[C@]12C	99	92	106	132	96	94	92	86	94
CC(C)CCC[C@@H](C)[C@H]1CC[C@@]2(C)C3=C(C(=O)C[C@]12C)[C@@]1(C)CC[C@H](O)C(C)(C)[C@@H]1CC3=O	76	89	85	94	89	98	89	93	47
CCCCCCCCCCCCCCCCC(Br)C(=O)OCC (stereo not drawn)	105	106	102	95	115	101	111	90	75
COC(=O)c1ccc2nc(C)c(C(N)=O)nc2c1	112	124	115	89	105	95	113	92	/
CS(=O)(=O)c1ccc(-c2nc3ccccc3[nH]2)cc1	119	107	99	118	98	98	90	87	86
CN(C=O)c1cc([N+](=O)[O-])ccc1OCc1ccccc1	112	/	104	101	131	106	92	96	95
C=CC[P+](c1ccccc1)(c1ccccc1)c1ccccc1	95	54	91	79	/	84	91	100	15
Cc1c(N2C(=O)CS/C2=N\N=C2/SCC(=O)N2N)c(=O)n(-c2ccccc2)n1C	111	107	102	108	115	102	98	93	96
CCOC(=O)c1ccc(Nc2sc(C(=O)c3ccc(Br)cc3)c(N)c2C#N)cc1	/	13	44	42	38	23	11	26	9.0*
CCOC(=O)[C@@H](F)[C@H](Br)C(=O)OCC	109	99	100	103	95	99	101	90	93
CC(C)[C@H](NC(=O)OCc1ccccc1)C(O)C1CC1C(=O)C1CO1 (stereo partly drawn)	103	102	103	107	99	100	93	90	94
COC(=O)N1c2ccccc2C=CC1C#N (stereo not drawn)	105	104	96	125	91	105	103	80	100
CC(=O)c1ccc(NC(=O)CSc2nnc(-c3ccc4nc(-c5ccc([N+](=O)[O-])cc5)[nH]c4c3)o2)cc1	144	107	101	101	104	96	91	69	105
CCOC(=O)c1c(Nc2ccccc2)nn2c(-c3ccc([N+](=O)[O-])cc3)ccnc12	48	98	89	110	100	100	89	71	85
COc1ccc(C(=O)CC2(O)C(=O)N(CN3CCOCC3)c3ccc(Br)cc32)cc1 (stereo not drawn)	109	100	98	112	97	102	98	70	97
COC(=O)CNC(=O)[C@H](C)NC(=O)[C@@H]1CCCN1C(=O)CNC(=O)[C@H](C)N	105	105	103	94	105	98	91	89	95
Cc1cc(=O)nc2sc(-c3ccc(Cl)cc3)nn12	102	102	104	129	99	94	87	85	98
Cc1nn(-c2ccccc2)c(N2CCCCC2)c1/C=N/N=c1\sc2ccccc2n1C	105	94	97	140	110	103	82	89	98

# Following part
SMILES	RXF 393	NCI-H460	ACHN	TK-10	NCI-H322M	786-0	CAKI-1	UO-31	NCI-H522
Cn1c(=O)c2[nH]c(/N=N/N3CCCCC3)nc2n(C)c1=O	119	112	101	128	111	107	99	104	107
COc1cc2oc(-c3ccc(NC(=O)c4ccc(C)cc4)cc3)cc(=O)c2c(OC)c1OC	97	/	99	110	84	85	101	85	81
O=S(=O)(O)c1ccc(N=Nc2ccc(O)cc2)cc1	/	115	100	110	96	100	82	94	127
O=C1Nc2ccc(Cl)cc2/C1=C/c1cccs1	94	93	88	120	91	108	79	45	96
O=C(/C=C/Nc1cc(-c2ccccc2)nn1-c1ccccc1)c1ccc(Br)cc1	87	99	96	88	98	91	90	72	78
O=c1c2cccc(Cl)c2sc2c(NCCCNCCO)nc3ccccc3c12	50	-86*	10	39	44	46	-47*	13	49
CC(Cc1ccccc1)(C1=N[C@H](c2ccccc2)CO1)C1=N[C@@H](c2ccccc2)CO1 (stereo partly drawn)	95	99	103	92	95	87	75	78	88
Cc1cccc(NC(=O)CN2CCN(c3ncnc4c3cnn4-c3ccccc3)CC2)c1	90	73	80	130	91	98	83	55	-40*
CCOC(=O)c1c(C)nc2c(c1N)C(=O)C(=O)N2Cc1ccc(F)cc1	74	91	75	94	104	59	/	62	49
CC1(C)SC(N)=NC1=O	124	105	102	108	108	104	117	90	101
O=C(/C=C/c1ccc(Cl)cc1)Nc1ccc(C=C2c3ccccc3C(=O)c3ccccc32)cc1	80	79	94	79	92	80	59	71	46
CN1CCN(Cc2ccc(NC(=O)c3cncc(C#Cc4cnc5ccc(Cl)nn45)c3)cc2C(F)(F)F)CC1	-53*	-47*	1.1*	5.8*	-14*	-53*	-14*	-12*	-13*
O=C(CSc1oc(-c2ccccc2)nc1S(=O)(=O)c1ccc(F)cc1)c1ccc(Cl)cc1	91	96	99	97	108	92	83	85	57
O=C1CC(c2ccc(Cl)c(Cl)c2)c2cc3c(cc2N1)OCO3 (stereo not drawn)	62	87	63	97	65	104	42	40	52
CSc1nc2ccccc2c(=O)n1CCc1ccc(S(N)(=O)=O)cc1	104	106	114	93	97	99	102	82	87
OCCCC1CCCCN1C(Cc1ccccc1)c1ccccc1 (stereo not drawn)	118	112	106	76	98	88	96	83	57
CC(C)(C)C1=CC(CC(N)=O)(C(C)(C)C)OC1=O (stereo not drawn)	111	109	101	111	107	103	102	84	100
COc1cc(CC(CC(=O)O)C(=O)O)cc(OC)c1OC (stereo not drawn)	106	101	97	98	94	92	104	90	95
Nc1nc2nc[nH]c2c(=O)[nH]1	/	117	105	111	95	100	104	103	50
N#C/C(=C/c1ccccc1Cl)C(N)=O	111	113	101	108	108	97	105	96	101
CNC(=O)SC1=NS(=O)(=O)c2ccc(Cl)cc2N1	106[100 µM]	110[100 µM]	104[100 µM]	123[100 µM]	105[100 µM]	96[100 µM]	98[100 µM]	90[100 µM]	101[100 µM]
CN(C)c1cccc2c(S(=O)(=O)Nc3cccc(-c4csc(NCCOCCOCCNc5cccc6c5C(=O)N(C5CCC(=O)NC5=O)C6=O)n4)c3)cccc12 (stereo not drawn)	95	93	97	95	101	94	79	90	77
O=C(/C=C/c1cccc2ccccc12)c1ccc(NC(=O)c2ccccc2CN2C(=O)c3ccccc3C2=O)cc1	91	80	73	100	80	97	38	51	68
O/N=C(\c1ccccc1)C(O)c1ccccc1 (stereo not drawn)	95	102	105	109	107	98	100	97	110
O=C1C(=O)c2ccccc2C(O)=C1CCCCCCCCCCBr	107	102	100	109	101	98	97	80	96

# Among those listed so far, eight have a cyano group.
SMILES	RXF 393	NCI-H460	ACHN	TK-10	NCI-H322M	786-0	CAKI-1	UO-31	NCI-H522
COc1cc(-c2nc(SC(C)C)nc(Nc3ccccc3)c2C#N)cc(OC)c1OC	105	99	88	117	102	101	81	79	89
COC(=O)[C@]12CC[C@@H](C)[C@H](C)[C@@H]1C1=CC[C@@H]3[C@@]4(C)C(C#N)=C[C@@](C)(CO)[C@@H]4[C@H](O)C[C@@]3(C)[C@]1(C)CC2	/	68	49	71	88	68	52	52	37
CCS/C(Nc1ccccc1)=C(\C#N)C(=O)Nc1ccc(C)cc1	103	99	97	82	97	87	87	75	71
N#C/C(=C\c1ccc(-c2cc(C(F)(F)F)ccc2Cl)o1)c1nc2ccccc2[nH]1	116	109	100	121	106	103	101	82	97
N#CCCNNc1ccccc1	92	101	92	123	97	101	62	83	71
CCOC(=O)c1ccc(Nc2sc(C(=O)c3ccc(Br)cc3)c(N)c2C#N)cc1	/	13	44	42	38	23	11	26	9.0*
COC(=O)N1c2ccccc2C=CC1C#N (stereo not drawn)	105	104	96	125	91	105	103	80	100
N#C/C(=C/c1ccccc1Cl)C(N)=O	111	113	101	108	108	97	105	96	101

# (listing goes on)
SMILES	RXF 393	NCI-H460	ACHN	TK-10	NCI-H322M	786-0	CAKI-1	UO-31	NCI-H522
O=C(CN1CCN(c2ncnc3c2cnn3-c2ccccc2)CC1)Oc1ccc2ccccc2c1	102	107	90	166	94	107	83	61	83
C#CC1CC2C3CCC4=CC(=O)CCC4(C)C3CCC2(C)C1N(C)C (stereo not drawn)	126	103	98	105	124	107	113	97	94
CCCn1c(=O)[nH]c(N)c(C(c2ccccc2F)c2c(N)[nH]c(=O)n(CCC)c2=O)c1=O	62	85	94	90	77	78	94	92	76
COc1ccc([C@@H](CCO)C[C@H](C)c2ccc3ccccc3c2)cc1	/	101	90	91	93	95	/	78	68
O=c1c2cc(Br)cc(Br)c2nc(-c2ccc(Cl)cc2)n1/N=C\c1ccccc1F	73	39	26	33	53	-34*	27	22	51
O=c1cc(-n2nncc2Cn2c3ccccc3c3ccccc32)c2cc(Cl)ccc2[nH]1	/	112	97	105	107	100	89	79	97
O=C1c2ccccc2C(=O)c2c1ccc(C(=O)O)c2[N+](=O)[O-]	128	109	99	109	105	106	99	85	97
COC(=O)C(Cc1cnc[nH]1)N1CC(=O)N2[C@@H](c3ccccc3)SC[C@H]2C1=O (stereo partly drawn)	193	109	106	/	112	107	94	88	/
CC(C)=CCC/C(C)=C/C#N	104	107	99	126	/	92	91	76	119
